Bioassay records deposited in PubChem by several laboratories.
APP 5'UTR act: activates APP 5'UTR luciferase reporter. SH-SY5Y APP 5'UTR luciferase reporter, luminescence; zero percent = DMSO vehicle wells. 190,000 tested, 1% active. activation, % at 2 µM;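 active = activation above a set limit, based on mean plus 3 SD of controls, cut at about 140% in these data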; also: values of inactives mirror those of a sister screen read the other way
Hsp70 act: switches on Hsp70 transcription. HeLa Hsp70 promoter luciferase reporter, luminescence; scaled: vehicle 0, proteasome-inhibitor control 100%. activation, % at 10 µM. 200,000 tested, 0.04% active;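 active = activation above the mean across all tested compounds plus 3 SD, cutoff set per campaign, cut at about 5.5% in these data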;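 also: 100% = MG132 at 30 µM as the positive control and 0% = DMSO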
NF-kB expr up: compounds increasing NF-kB expression in human neuronal cells; NF-kB reporter expression; stronger effect = higher value; fold change at 12.5 µM; 190,000 tested, 1.6% active; AID 1239; in the data active = fold change above about 3.3
STAT3 act: STAT3 signaling activation; U3A cells, IL-6 STAT3-luciferase reporter, luminescence; 100% = signal with IL-6 EC80 alone; activation (% of control), % at 5.6 µM; 190,000 tested, 0.91% active;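 active = activation above the screen-wide mean of compound activation plus 3 SD, cut at about 130% in these data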;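 also: 0% = background luminescence of wells with medium and substrate only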
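System – human U3A cells carrying STAT3-luciferase construct · Probe or stimulus – Interleukin-6, 33 ng/mL · Schedule – compound 1 h, then IL-6 6 h at 37 °C · Signal – luminescence from STAT3-driven luciferase reporter · Evaluation – percent of IL-6-only median luminescence · Benchmarks – IL-6-only high control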
STAT3 blocker: inhibitors of IL-6 induced STAT3 signaling | inhibition, % at 5.5 µM | U3A cells, IL-6 STAT3-luciferase reporter, luminescence; host cell line lacks STAT1 | AID 862 | 190,000 tested, 0.89% active;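 active = inhibition above the mean inhibition across all screened compounds plus 3 SD, cut at about 44% in these data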;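 also: 0% = DMSO only wells and 100% = 100 µM nifuroxazide control wells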
STAT1 inh: STAT1 signaling inhibition; inhibition, % at 5.5 µM; 200,000 tested, 0.35% active; NIH 3T3 STAT1-luciferase reporter, IFN-gamma, luminescence; AID 920;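 active = inhibition above a set limit, the mean inhibition across all tested compounds plus 3 SD, cut at about 34% in these data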;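 also: 0% = IFN-gamma with DMSO and 100% = IFN-gamma with 300 µM nifuroxazide; values of inactives mirror those of a sister screen read the other way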
Efa HMGR inh: inhibitors of class II HMG-CoA reductase from Enterococcus faecalis; inhibition, % at 10 µM; purified E. faecalis HMGR, NADPH absorbance 340 nm kinetic; 190,000 tested, 0.41% active; AID 1066;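 active = inhibition above a set limit, the median over all tested compounds plus 3 SD, cut at about 9.5% in these data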;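 also: enzyme runs in reverse so mevalonate oxidation gives rising NADPH absorbance; 0% = complete reaction with DMSO and 100% = background rate lacking mevalonate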
Redox H2O2 prof: compounds producing H2O2 with reducing agent – biochemical, NIH compound library profiling, artefact control for MLSCN library redox annotation, primary screen; AID 878; DTT-dependent redox cycling H2O2, phenol red/HRP absorbance; 100% = 100 µM peroxide control, 0% = buffer; 200,000 tested, 0.03% active; activation, % at 10 µM;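 active = activation of at least 50% relative to the plate's high and low controls in the primary single-dose screen; inactive = activation below 50%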;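 also: compound incubated with DTT at 0.8 mM final as the reducing agent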
STAT1 act: activators of IFN-gamma induced STAT1 signaling; 200,000 tested, 2.6% active; NIH 3T3 STAT1-luciferase reporter, luminescence; 100% = IFN-gamma alone, no compound; AID 932; activation (% of control), % at 5.5 µM;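 active = activation above the screen-wide mean activation plus 3 SD, cut at about 130% in these data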;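 also: raw ratio to IFN-gamma control signal so 100% means no change and 0% no light; values of inactives mirror those of a sister screen read the other way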
TLR4 MyD88 comp: TLR4-MyD88 interaction inhibition in cells | 200,000 tested, 0.18% active | HeLa CL3-4 TLR4/MyD88 BLA complementation, FRET ratio | AID 861 | inhibition, % at 8.4 µM; in the data active = inhibition above about 25%;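 also: 0% = vehicle and 100% = reference inhibitor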
Target sequence (O00206 whole entry, looked up): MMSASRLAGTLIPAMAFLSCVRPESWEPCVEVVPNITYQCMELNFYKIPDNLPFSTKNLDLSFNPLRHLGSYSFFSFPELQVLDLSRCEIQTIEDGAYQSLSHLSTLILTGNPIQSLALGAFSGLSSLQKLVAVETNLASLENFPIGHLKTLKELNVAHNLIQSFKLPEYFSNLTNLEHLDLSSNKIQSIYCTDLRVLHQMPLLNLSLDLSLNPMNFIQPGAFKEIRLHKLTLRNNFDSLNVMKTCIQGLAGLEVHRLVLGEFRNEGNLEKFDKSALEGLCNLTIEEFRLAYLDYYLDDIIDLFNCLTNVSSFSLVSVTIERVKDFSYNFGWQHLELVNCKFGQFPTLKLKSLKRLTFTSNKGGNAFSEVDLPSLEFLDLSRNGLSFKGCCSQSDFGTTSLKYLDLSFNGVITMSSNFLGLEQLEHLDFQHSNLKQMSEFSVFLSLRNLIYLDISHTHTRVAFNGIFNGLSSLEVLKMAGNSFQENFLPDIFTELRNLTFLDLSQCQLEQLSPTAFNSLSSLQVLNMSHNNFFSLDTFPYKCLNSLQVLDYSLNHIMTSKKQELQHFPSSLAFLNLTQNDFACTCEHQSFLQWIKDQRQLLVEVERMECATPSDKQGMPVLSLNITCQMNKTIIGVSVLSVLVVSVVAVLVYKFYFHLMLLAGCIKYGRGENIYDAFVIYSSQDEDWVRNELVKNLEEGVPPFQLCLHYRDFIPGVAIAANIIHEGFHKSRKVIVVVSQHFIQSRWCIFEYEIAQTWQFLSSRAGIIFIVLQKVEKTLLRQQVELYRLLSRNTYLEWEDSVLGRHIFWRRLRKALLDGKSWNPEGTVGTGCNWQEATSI
Target sequence (Q99836 whole entry, looked up): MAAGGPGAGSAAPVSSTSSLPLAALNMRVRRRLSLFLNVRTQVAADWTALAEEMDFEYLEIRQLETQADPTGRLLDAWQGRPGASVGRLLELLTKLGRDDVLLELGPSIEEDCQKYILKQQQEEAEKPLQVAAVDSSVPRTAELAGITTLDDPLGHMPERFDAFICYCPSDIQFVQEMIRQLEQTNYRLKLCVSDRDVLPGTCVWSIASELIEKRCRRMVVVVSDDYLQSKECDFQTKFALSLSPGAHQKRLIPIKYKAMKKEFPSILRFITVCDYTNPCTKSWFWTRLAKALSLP
* = called active by the depositor; · = no result given.

nr | SMILES | APP 5'UTR act | Hsp70 act | NF-kB expr up | STAT3 act | STAT3 blocker | STAT1 inh | Efa HMGR inh | Redox H2O2 prof | STAT1 act | TLR4 MyD88 comp
1 | CC(C)C(CCN1C(=O)c2ccccc2C1=O)c1ccco1 (configuration not stated) | 1 | -0.3 | 0.97 | 105 | -6 | -8 | -1 | 0.8 | 108 | -14
2 | Fc1cccc(Cl)c1-c1nnc2ccc(N3CCOCC3)nn12 | -10 | -0.2 | 1.3 | 117 | -20 | 3 | -2 | -0.1 | 103 | -3
3 | Oc1c(Br)cc(Br)cc1/C=N/N1CCN(Cc2ccccc2)CC1 | 22 | -0.1 | 0.99 | 105 | -5 | 12 | 0 | 0.0 | 89 | 9
4 | O=C(COC(=O)COc1ccc(Nc2ccccc2)cc1)NCc1ccco1 | -7 | 2.4 | 1.1 | 111 | -8 | 2 | -1 | 0.1 | 98 | -1
5 | COCCCNc1ncnc2c1cnn2-c1ccc(C)cc1C | 11 | 0.0 | 1.1 | 101 | 2 | -5 | 0 | 0.3 | 105 | -2
6 | CCOC(=S)SCC(=O)N1CCc2cc(OC)ccc2C1C1C(=O)CCCC1=O (configuration not stated) | -11 | -0.1 | 1.1 | 102 | -8 | 10 | -5 | 0.5 | 91 | -5
7 | Cc1ccc(-c2nsc(SCC(=O)NCC3CCCO3)n2)cc1 (configuration not stated) | 4 | 0.1 | 1.4 | 100 | 8 | -6 | 1 | -0.1 | 104 | -10
8 | CCOC(=O)c1cnn(-c2ccccc2)c1NC(=O)c1ccccc1 | -11 | 0.1 | 1.1 | 96 | 11 | 7 | -1 | -0.5 | 94 | -4
9 | Cc1ccc(NC(=O)C2CC(=O)N(c3ccc4c5c(cccc35)CC4)C2)cc1 (configuration not stated) | -19 | 0.5 | 0.73 | 101 | 11 | 3 | -5 | 1.1 | 97 | -22
10 | O=CN1CCN(C(=O)c2ccccc2Cl)CC1 | -33 | -0.5 | 1.1 | 101 | 5 | 3 | -4 | 0.1 | 97 | -2
11 | CNC(=S)N(CCc1c(C)[nH]c2ccc(C)cc12)Cc1ccco1 | 5 | -0.2 | 1.1 | 106 | -7 | 1 | 6 | 0.4 | 99 | 2
12 | COc1ccc(/C=N/n2c(=O)[nH]c3c([nH]c4ccc(Br)cc43)c2=O)cc1CN1CCOCC1 | -2 | -0.5 | 0.89 | 101 | 4 | -6 | -2 | -9.9 | 106 | -12
13 | CN=c1scc(C)n1/N=C/c1ccc(O)c(O)c1O | 0 | -0.4 | 0.98 | 81 | 23 | 9 | -4 | -0.7 | 90 | -3
14 | CCOC(=O)c1[nH]c(C)c(C(=O)NCc2ccc(OC)cc2)c1C | -13 | -0.3 | 1 | 94 | 16 | 0 | 2 | -3.3 | 100 | 1
15 | COc1ccc(NC(=S)NCc2ccc3c(c2)cc(C)n3C)cc1 | 5 | 0.4 | 0.91 | 98 | 2 | -2 | -3 | 0.2 | 101 | 4
16 | O=Cc1cn(CCC(=O)O)nc1-c1cccc(Br)c1 | 9 | -0.4 | 1 | 95 | 7 | -3 | -2 | 0.0 | 101 | -8
17 | COc1ccccc1C(=O)Nc1ccc2c(c1)OCCO2 | 137* | -0.1 | 3.5* | 118 | -18 | -43 | -3 | 2.9 | 140* | 3
18 | O=C(CCn1c(=O)[nH]c2ccsc2c1=O)NCCc1ccc(Cl)cc1 | -8 | 0.2 | 1.1 | 98 | -1 | 2 | -1 | 0.1 | 98 | 0
19 | O=C(CC1C(=O)NCCN1CC(c1ccccc1)c1ccccc1)NCCc1cn[nH]c1 (configuration not stated) | 0 | -0.2 | 1.1 | 103 | 9 | 3 | -4 | 0.7 | 97 | 10
20 | CCOc1ccc(S(=O)(=O)NN2Cc3ccccc3C2=N)cc1 | 7 | -0.2 | 0.93 | 102 | 0 | 6 | -1 | -0.1 | 94 | -3
21 | CCN(CC)S(=O)(=O)N1CCN(S(=O)(=O)N2CCOCC2)CC1 | -3 | -0.4 | 1 | 104 | -3 | -3 | 2 | -0.4 | 102 | 0
22 | Cc1cccc(C)c1NC(=O)/C(=C/c1ccco1)c1ccccc1 | -1 | -0.3 | 0.98 | 104 | -9 | 1 | -6 | 0.3 | 99 | 7
23 | COc1cccc(-c2cc(C(=O)Nc3cc(C)on3)no2)c1 | -1 | -0.4 | 1.7 | 90 | 15 | -8 | 0 | 1.8 | 107 | 6
24 | COc1cc(/C=N/O)ccc1Oc1ccc([N+](=O)[O-])cc1[N+](=O)[O-] | 19 | -0.3 | 1.2 | 91 | 20 | 0 | -2 | -1.3 | 98 | -13
25 | O=C(NNC(=O)C(c1ccccc1)c1ccccc1)c1ccccn1 | -55 | -0.2 | 1.1 | 101 | -1 | 3 | -1 | -0.1 | 98 | -3
26 | CCC(=O)c1ccc(OCC(O)CN(C)C2CCCCC2)cc1 (configuration not stated) | -9 | -0.5 | 1.4 | 104 | -1 | -7 | 1 | 0.7 | 107 | 16
27 | C/C(=N\NC(=O)c1c(-c2ccccc2Cl)noc1C)c1cccc(NC(=O)C(C)C)c1 | 14 | -0.2 | 1.3 | 85 | 21 | -3 | -2 | -0.1 | 103 | -5
28 | COC(=O)CCC(=O)NC(=S)Nc1cc(Cl)ccc1Cl | 11 | -0.3 | 1.4 | 95 | 10 | 0 | -4 | -8.1 | 100 | 14
29 | C/C(CS(=O)(=O)c1ccc(Cl)cc1)=N/NC(N)=S | -2 | -0.4 | 1 | 100 | 3 | -6 | -5 | 0.1 | 104 | 3
30 | CC1CC(=O)N(c2ccc(NCc3ccccc3Cl)c([N+](=O)[O-])c2)C1=O (configuration not stated) | 6 | -0.4 | 1.1 | 96 | 4 | 13 | -8 | 0.3 | 88 | 3
31 | COc1ccc(NC(=O)CSc2nnc(CCC(=O)O)c(=O)n2N)cc1 | 3 | -0.1 | 1.1 | 94 | 14 | 1 | 1 | -1.6 | 99 | -13
32 | CCCc1nnc(NC(=O)CCN2C(=O)c3ccccc3C2=O)s1 | 2 | -0.4 | 1 | 94 | 12 | 2 | 0 | 1.4 | 98 | -1
33 | O=C(Nc1nc(-c2ccccc2)cs1)c1ccc2c(=O)n3c(nc2c1)CCCCC3 | -8 | -0.2 | 0.39 | 81 | 25 | 10 | -5 | 0.3 | 91 | -12
34 | CCCCNC(=O)CS(=O)Cc1nc(-c2cccc(Cl)c2)oc1C (configuration not stated) | · | -0.2 | 0.86 | 100 | 9 | -4 | 1 | -0.8 | 104 | -15
35 | COc1ccc(CCNC2=C(Cl)C(=O)N(Cc3ccccc3)C2=O)cc1OC | 1 | -0.1 | 0.76 | 86 | 23 | 7 | -1 | -0.4 | 91 | 0
36 | O=C(O)CC(NC(=O)C12CC3CC(CC(C3)C1)C2)c1cc([N+](=O)[O-])ccc1Cl (configuration not stated) | 11 | -0.1 | 1.2 | 96 | 7 | -3 | -3 | -0.3 | 102 | -4
37 | COc1cc(NC(=O)CN2C(=O)C(c3ccccc3)=NC2(C)C)cc(OC)c1 | 18 | -0.2 | 1.1 | 126 | -29 | -1 | 1 | -1.8 | 101 | 1
38 | COC(=O)N/N=C/c1cn(Cc2c(Cl)cccc2Cl)c2ccccc12 | -3 | -0.3 | 0.69 | 101 | 4 | 15 | -4 | 0.1 | 86 | -12
39 | CC1(C(=O)O)Cc2ccccc2C(=O)O1 (configuration not stated) | 3 | -0.2 | 1.2 | 102 | 1 | -2 | -3 | 0.6 | 101 | -4
40 | Cc1nnc(SCc2ccc3c(c2)OCO3)s1 | 4 | -0.2 | 1.6 | 102 | 4 | -14 | -3 | 0.2 | 113 | 2
41 | CN(C)S(=O)(=O)c1ccc(NC(=O)COC(=O)C2COc3ccccc3O2)cc1 (configuration not stated) | 4 | 0.6 | 1.2 | 107 | 0 | -3 | -4 | -0.6 | 102 | 0
42 | Cc1[nH]c2ccccc2c1Cc1nnc(SCC(N)=O)o1 | -5 | -0.3 | 1 | 153* | -66 | 11 | -8 | 0.0 | 87 | 1
43 | CC(C)Cn1nc(NC(=O)C(C)(C)C)c2cc3ccccc3nc21 | -3 | -0.3 | 0.6 | 117 | -14 | 7 | -3 | -0.9 | 94 | -15
44 | COc1cc(S(=O)(=O)N(CCc2ccccc2)Cc2cccs2)ccc1-n1cnnn1 | 9 | -0.2 | 1.2 | 97 | 7 | 1 | -4 | 1.5 | 99 | -5
45 | CCOc1ccc2ncc(S(=O)(=O)c3ccccc3)c(N3CCN(c4ccc(OC)cc4)CC3)c2c1 | -2 | 0.0 | 0.47 | 96 | 7 | 12 | 2 | 1.0 | 89 | -12
46 | Cc1cc(C)c2c(CC(=O)NN(C)C)coc2c1 | 3 | -0.2 | · | 104 | 2 | -6 | -3 | -1.0 | 106 | 16
47 | O=C(CSc1nc2ccccc2[nH]1)Nc1ccc(F)c(F)c1 | -5 | -0.4 | 0.94 | 86 | 15 | 22 | -4 | 0.2 | 79 | -6
48 | Cc1cc(=O)oc2c3c4c(cc12)OCCN4CCC3 | -4 | -0.4 | 1.2 | 98 | 6 | -12 | -2 | 1.0 | 110 | 2
49 | CCN(CC)S(=O)(=O)c1cccc(C(=O)c2c(C)cc3ccccn23)c1 | -21 | -0.2 | 1.2 | 91 | 11 | 1 | 1 | -0.4 | 99 | -8
50 | Cc1ccc(N(C(=O)c2csnn2)C(C(=O)NC(C)(C)C)c2cccnc2)cc1C (configuration not stated) | 10 | -0.4 | 1.3 | 102 | 4 | 4 | -7 | 0.5 | 96 | 6
51 | O=C(NCc1ccncc1)c1ccc(N2CCCC2)c([N+](=O)[O-])c1 | -14 | -0.3 | 0.93 | 87 | 17 | 12 | -6 | 0.1 | 88 | 1
52 | O=C(COC(=O)c1ccc2ccccc2c1)NCCCc1ccccc1 | -10 | -0.4 | 0.98 | 95 | 10 | -12 | -14 | 0.4 | 111 | -3
53 | Cn1cc([N+](=O)[O-])c(C(=O)Nc2cc(Oc3cccnc3)cc([N+](=O)[O-])c2)n1 | -97 | -0.5 | 0.59 | 79 | 32 | 28 | 1 | -7.2 | 75 | 11
54 | COc1ccc(C(=O)Nc2cc(C)on2)cc1 | 92 | -0.2 | 3.1 | 83 | 26 | -22 | 2 | -2.7 | 122 | 8
55 | COc1ccc(/C=C/C(=O)c2ccccc2)cc1COc1ccccc1F | 13 | 0.1 | 1.7 | 103 | 2 | -5 | -8 | 2.5 | 105 | 3
56 | CCOc1ccc2nc(SC3CC(=O)N(c4cccc(OC)c4)C3=O)sc2c1 (configuration not stated) | -14 | -0.2 | 1 | 102 | -5 | -4 | -8 | -0.1 | 104 | -11
57 | O=c1[nH]c2cc3c(cc2cc1CN(Cc1nnnn1CC1CCCO1)C1CCCC1)OCO3 (configuration not stated) | 0 | 0.1 | 0.92 | 101 | 8 | 2 | -2 | 1.8 | 98 | -3
